# Source: PubChem (The Scripps Research Institute Molecular Screening Center)
# PLCg1 inh: inhibitors of human phospholipase C gamma1; purified PLC-gamma1, fluorogenic substrate, fluorescence; inhibition, % at 12.2 µM; 370,000 tested, 0.84% active; in the data active means inhibition above about 9.5%
# KLK7 zymogen act: proKLK7 (human) activation, primary screen; purified proKLK7, EDANS-DABCYL substrate fluorescence; 100% is mature enzyme control, 0% vehicle; AID 652039; P49862; activation, % at 7 µM; 370,000 tested, 0.9% active;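 active means activation above the mean of all tested compounds plus 3 SD, computed per campaign excluding outliers beyond control limits, cut at about 13% in these data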
# Target sequence (P49862 whole entry, looked up): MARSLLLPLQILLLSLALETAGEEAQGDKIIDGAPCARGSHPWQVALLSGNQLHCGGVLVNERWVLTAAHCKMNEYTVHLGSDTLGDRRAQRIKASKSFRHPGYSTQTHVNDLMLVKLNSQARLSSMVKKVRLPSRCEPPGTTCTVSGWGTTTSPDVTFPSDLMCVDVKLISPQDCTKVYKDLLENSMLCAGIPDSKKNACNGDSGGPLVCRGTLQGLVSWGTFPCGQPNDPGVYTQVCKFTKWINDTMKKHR
# ARFGAP1 inh: inhibits rat ARF GTPase activating protein 1; Q62848; Arfgap1-stimulated ARF1 GTP hydrolysis, GDP FP detection; inhibition, % at 16.5 µM; 360,000 tested, 0.26% active; AID 651572;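 active means inhibition above a per-plate limit, mean inhibition of low control wells plus 3 SD, cut at about 25% in these data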;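 further: 0% = DMSO wells with enzyme and 100% = wells lacking Arfgap1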
# Target sequence (Q62848 1-136 limits assumed): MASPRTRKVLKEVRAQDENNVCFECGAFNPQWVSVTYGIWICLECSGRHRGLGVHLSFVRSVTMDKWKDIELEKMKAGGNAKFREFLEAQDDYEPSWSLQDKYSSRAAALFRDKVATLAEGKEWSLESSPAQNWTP
#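 System: truncated rat Arfgap1 GAP domain / Benchmarks: high control wells lacking Arfgap1, low control full reaction with DMSO / Times: compound-enzyme preincubation 20 min, reaction 120 min, detection 60 min, 25 °C / Repeats: one replicate per compound / Also added: human ARF1(Δ1-17)-GTP substrate / Measured by: Tracer-displacement fluorescence polarization with EDTA stop, 620/688 nm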
# ADAM10 inh: inhibits human ADAM10; recombinant ADAM10, EDANS/DABCYL FRET peptide cleavage, 3 h; 370,000 tested, 0.62% active; inhibition, % at 7 µM; O14672; AID 720582;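 active means inhibition above a per-campaign cutoff equal to the mean of compounds falling between control-based bounds plus 3 SD, cut at about 20% in these data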;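 further: 0% = DMSO wells while the 100% control is not disclosed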
# ADAM17 inh: ADAM17 inhibition, QFRET primary screen. P78536. inhibition, % at 6.95 µM. recombinant ADAM17, EDANS/DABCYL FRET peptide cleavage. 370,000 tested, 0.83% active;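 active means inhibition above the mean of compounds lying between control limits plus 3 SD, set per campaign, cut at about 8.5% in these data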;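 further: 0% = DMSO-only wells as the low control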
# TDP2 absorb: TDP2 (human) inhibition, absorbance primary screen | O95551 | recombinant TDP2, T5PNP hydrolysis, p-nitrophenol absorbance 415 nm | inhibition, % at 12.8 µM | 370,000 tested, 0.34% active | AID 720702;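 active means inhibition above the mean of all tested compounds plus 3 SD, set per campaign, cut at about 25% in these data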;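 further: 0% = DMSO with enzyme and 100% = buffer with substrate but no TDP2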
#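 Incubation: 2 h at 37 °C; Test system: recombinant human TDP2; Quantity: enzyme 120 nM; Read-out basis: percent inhibition; Medium: 50 mM Tris-HCl pH 7.5 with Mg2+, KCl, DTT, BSA; Repeats: single replicate; Compound: 12.8 µM single point, 1% DMSO; Signal: epi absorbance; Reagent: 5 mM T5PNP chromogenic substrate; Benchmarks: no-enzyme high, DMSO-plus-enzyme low.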
# ASAP1 inh: ASAP1 ArfGAP inhibition; ASAP1-stimulated ARF1 GTP hydrolysis, GDP FP detection; 360,000 tested, 0.19% active; inhibition, % at 16.5 µM; Q9ULH1; in the data active means inhibition above about 25%;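 further: 0% = vehicle with enzyme and substrate and 100% = no enzyme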
# Target sequence (Q9ULH1 325-724 limits assumed): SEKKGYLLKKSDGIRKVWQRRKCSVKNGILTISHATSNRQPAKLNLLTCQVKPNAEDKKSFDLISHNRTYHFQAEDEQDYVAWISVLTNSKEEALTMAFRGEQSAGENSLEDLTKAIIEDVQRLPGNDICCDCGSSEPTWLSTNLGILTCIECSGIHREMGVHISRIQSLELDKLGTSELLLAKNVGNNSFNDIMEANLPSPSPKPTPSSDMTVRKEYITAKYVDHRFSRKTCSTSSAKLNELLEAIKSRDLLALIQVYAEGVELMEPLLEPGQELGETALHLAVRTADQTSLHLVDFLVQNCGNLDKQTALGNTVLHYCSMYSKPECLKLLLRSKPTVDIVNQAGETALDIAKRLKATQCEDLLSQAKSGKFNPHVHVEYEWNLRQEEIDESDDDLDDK
# Tn7 DDE FP: inhibitors of Tn7 peptide binding to human fibrin DD(E); 370,000 tested, 0.13% active; FP displacement of FITC-Tn7 peptide from fibrin DD(E); 0% = median of compound wells per plate; inhibition, % at 8.3 µM; P02675;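 active means inhibition above the mean of compounds falling within the control limits plus 3 SD of them, cut at about 14% in these data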;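 further: 0% = plate median of compound wells and 100% = 10 µM Aha-Tn7 peptide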
#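 Assay system: Human fibrin DD(E) protein | Medium: Tris buffer with calcium and detergent, pH 7.8 | Reagent: 0.1 µM fluorescent Tn7 | Compound dosing: Single point at 8.3 µM | Times: 10 min preincubation, 3 h with tracer, room temperature | Detection: Fluorescence polarization of the labelled Tn7 tracer | Controls: Aha-Tn7 high control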
# LEDGF integ inh: blocks HIV-1 LEDGF/p75-dependent DNA integration. TR-FRET IN-LEDGF/p75 DNA integration, Eu/Cy5. inhibition, % at 3.7 µM. 370,000 tested, 0.64% active;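 active means inhibition above the screen-wide mean plus 3 SD, cut at about 13% in these data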;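 further: signal is the Cy5 over europium emission ratio at 671 and 618 nm; 0% = plate median of compound wells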
# DDE Tn6 FP inh: DD(E)-Tn6 binding inhibition, primary FP screen. Fibrin DD(E) TRITC-Tn6 fluorescence polarization displacement. inhibition, % at 8.3 µM. 370,000 tested, 0.21% active. AID 720509;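 active means inhibition above a per-campaign cutoff: mean of compounds within control limits plus 3 SD, cut at about 15% in these data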;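 further: 0% = median of all compound wells on the plate and 100% = blocking peptide control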
# * hit, by the source's call; x = not tested or not shown; & = joins results of further samples.
PLCg1 inh	KLK7 zymogen act	ARFGAP1 inh	ADAM10 inh	ADAM17 inh	TDP2 absorb	ASAP1 inh	Tn7 DDE FP	LEDGF integ inh	DDE Tn6 FP inh	structure
3	-0.6	-9	0	5	6	9	-9	0	-7	COc1cc(N=Nc2ccccc2C(=O)O)ccc1O
0	0.3	8	-5	0	-3	1	4	5	2	O=C(Nc1cc(F)ccc1F)c1ccc2c(=O)n3c(nc2c1)CCC3
-28	0.5	-1	-134	-47	-10	1	-4	17*	-4	CCc1cc2cc(OC)ccc2nc1SCC(=O)Nc1cc(OC)c(OC)cc1C(=O)O
2	0.2	5	6	-1	3	3	-4	1	5	O=C(NCCCn1ccnc1)c1cc(Cl)cc(Cl)c1
1	-0.1	6	4	-6	10	-12	6	-4	6	Cc1nn(-c2ccccc2)c2sc(C(=O)NNC(=O)COc3cccc4ccccc34)cc12
-1	0.4	-2	0	-6	7	-6	-1	-2	-3	COc1ccc(CC(=O)N2CCOCC2)cc1
-6	0.5	-7	-20	-7	0	-1	-1	0	4	O=C(c1cc(F)c(F)cc1Cl)N1CCN(c2ncccn2)CC1
-2	0.2	-1	-6	-1	-7	11	4	-1	4	Cc1ccc(CNC(=O)c2ccccc2NC(=O)CN2CC(C)OC(C)C2)cc1 (stereo unspecified)

PLCg1 inh	KLK7 zymogen act	ARFGAP1 inh	ADAM10 inh	ADAM17 inh	TDP2 absorb	ASAP1 inh	Tn7 DDE FP	LEDGF integ inh	DDE Tn6 FP inh	structure
0	x	x	-11	-6	-3	x	1	-2	-4	COC(CNC(=O)[C@H](Cc1ccccc1)NCC(=O)NC1CCCCC1)OC
-2	-0.2	8	-2	-7	6	8	4	-6	-5	CCCCSc1nc(C(=O)O)cc(=O)[nH]1
0	0.7	3	-1	-2	8	5	3	0	-2	Cn1nccc1C(=O)NC(=S)Nc1cc(Cl)cc(Cl)c1
5	-0.1	11	-6	-2	-2	-8	4	-3	1	CSc1ccc(S(=O)(=O)NCC(=O)OCC(=O)NCc2cccs2)cc1[N+](=O)[O-]
-5	1.8	7	-28	-11	10	-7	-4	2	-3	Cc1nc2ccccc2c2c1CC(C)S2 (stereo unspecified)
1	-0.6	-14	5	-1	-2	-6	-2	0	4	CCc1ccc(N(C(=O)c2csnn2)C(C(=O)NCc2ccccc2)c2ccco2)cc1 (stereo unspecified)
1	0.1	11	-3	-1	-8	14	1	-3	-3	CCOc1ccc(C(=O)NC(=S)Nc2ccc(NC(=O)c3ccco3)c(C)c2)cc1[N+](=O)[O-]
1	-0.6	1	-2	0	-5	-8	2	-6	5	O=C(c1c(F)c(F)c(F)c(F)c1F)N1CCN(Cc2ccc3c(c2)OCO3)CC1

PLCg1 inh	KLK7 zymogen act	ARFGAP1 inh	ADAM10 inh	ADAM17 inh	TDP2 absorb	ASAP1 inh	Tn7 DDE FP	LEDGF integ inh	DDE Tn6 FP inh	structure
4	-0.1	1	2	0	7	-7	7	-4	-2	Cc1ccc(S(=O)(=O)c2c(C)nn(-c3ccccc3)c2OC(=O)c2ccco2)cc1
0	-0.1	-6	-12	-4	3	1	5	-1	3	N#Cc1ccc(-c2cn(-c3ccccc3)c3[n+]2CCCS3)cc1
-1	0.2	-17	-3	-3	8	-7	0	-1	6	O=C(c1ccc([N+](=O)[O-])cc1)N(Cc1ccc(Cl)cc1)N1C(=O)CCCC1=O
1	0.2	9	-2	-4	4	-6	-1	1	-2	CCn1c(SCc2c(Cl)cccc2Cl)nnc1-c1nn(-c2ccccc2)ccc1=O
2	-0.4	9	11	4	3	12	3	-1	2	O=C(COc1ccc(Br)cc1Br)NC(=O)NC1CCCC1
3	-0.5	12	4	-1	2	-11	-10	21*	-3	FC(F)(F)c1cccc(OCCOCCn2cncn2)c1
0	0.7	6	18	11*	1	1	8	-1	6	C#CCN(C[C@@H]1[C@@H](OC(=O)Nc2cccs2)[C@@H](OC(=O)Nc2cccs2)Cn2c(=O)n(CCCCCC)c(=O)n21)S(=O)(=O)c1ccc(C)cc1
-2	0.3	-12	1	3	2	5	7	1	4	CC(c1ccccc1)N1C(=O)c2ccc(C(=O)Nc3ccc(Br)cc3C(=O)O)cc2C1=O (stereo unspecified)

# Entries listed so far with bromine (2):
PLCg1 inh	KLK7 zymogen act	ARFGAP1 inh	ADAM10 inh	ADAM17 inh	TDP2 absorb	ASAP1 inh	Tn7 DDE FP	LEDGF integ inh	DDE Tn6 FP inh	structure
2	-0.4	9	11	4	3	12	3	-1	2	O=C(COc1ccc(Br)cc1Br)NC(=O)NC1CCCC1
-2	0.3	-12	1	3	2	5	7	1	4	CC(c1ccccc1)N1C(=O)c2ccc(C(=O)Nc3ccc(Br)cc3C(=O)O)cc2C1=O (stereo unspecified)

# 5 entries already listed, ordered by the number in ARFGAP1 inh, rising.
molecule	PLCg1 inh	KLK7 zymogen act	ARFGAP1 inh	ADAM10 inh	ADAM17 inh	TDP2 absorb	ASAP1 inh	Tn7 DDE FP	LEDGF integ inh	DDE Tn6 FP inh
O=C(c1ccc([N+](=O)[O-])cc1)N(Cc1ccc(Cl)cc1)N1C(=O)CCCC1=O	-1	0.2	-17	-3	-3	8	-7	0	-1	6
CC(c1ccccc1)N1C(=O)c2ccc(C(=O)Nc3ccc(Br)cc3C(=O)O)cc2C1=O (stereo unspecified)	-2	0.3	-12	1	3	2	5	7	1	4
Cc1ccc(S(=O)(=O)c2c(C)nn(-c3ccccc3)c2OC(=O)c2ccco2)cc1	4	-0.1	1	2	0	7	-7	7	-4	-2
C#CCN(C[C@@H]1[C@@H](OC(=O)Nc2cccs2)[C@@H](OC(=O)Nc2cccs2)Cn2c(=O)n(CCCCCC)c(=O)n21)S(=O)(=O)c1ccc(C)cc1	0	0.7	6	18	11*	1	1	8	-1	6
FC(F)(F)c1cccc(OCCOCCn2cncn2)c1	3	-0.5	12	4	-1	2	-11	-10	21*	-3

# Other structures:
PLCg1 inh	KLK7 zymogen act	ARFGAP1 inh	ADAM10 inh	ADAM17 inh	TDP2 absorb	ASAP1 inh	Tn7 DDE FP	LEDGF integ inh	DDE Tn6 FP inh	structure
-1	-0.6	5	8	0	4	0	-6	2	-7	Cc1ccccc1P(=O)(c1ccccc1)c1ccccc1C
1	0.5	13	-1	2	-5	16	-5	-1	-1	Cc1cc(OCC(=O)Nc2ccc(S(=O)(=O)N3CCN(C)CC3)cc2)cc(C)c1Cl
1	0.1	0	5	3	-5	2	0	-2	9	O=C(/C=C/c1ccco1)Nc1ccccc1N1CCCC1
0	-0.1	6	-11	-1	15	-3	-2	-1	9	COc1cc(OC)cc(C(=O)OCC(=O)N2CCCC2)c1
2	-0.1	11	-8	2	-6	3	-5	3	-3	CC(C)(C)OC(=O)C[C@H]1C/C=C\C[C@H](CC(=O)N[C@@H](CO)Cc2ccccc2)C(=O)N[C@H](C(C)(C)C)COC1=O
1&2	0.3&0.1	12&-1	-4&4	-2&-3	3&2	9&2	3&2	-1&1	1&-5	CC1CC(C)(C)NC(=S)O1 (stereo unspecified)
-2	0.4	11	1	0	1	7	-4	0	1	CCOC(=O)c1ccc(NC(=O)c2cc(OC)c(OC)c(OC)c2Br)cc1
1	-0.2	1	-5	0	-6	2	-14	-2	-2	CCCCN(C)C(=O)C1CCCN(S(=O)(=O)c2ccc3c(c2)oc(=O)n3C)C1 (stereo unspecified)

PLCg1 inh	KLK7 zymogen act	ARFGAP1 inh	ADAM10 inh	ADAM17 inh	TDP2 absorb	ASAP1 inh	Tn7 DDE FP	LEDGF integ inh	DDE Tn6 FP inh	structure
1	-0.7	8	-1	-4	-7	-3	-1	1	0	C=CCNC(=O)c1ccncc1
4	0.0	3	5	0	-3	-4	-5	1	-1	CC(C)CNS(=O)(=O)c1ccc(CCC(=O)N2CCC(C(N)=O)CC2)cc1
-21	0.1	5	-7	-3	9	-17	11	-2	5	C[C@H](CO)N1C[C@H](C)[C@@H](CN(C)C(=O)Nc2ccc3c(c2)OCO3)OCc2cn(nn2)CCCC1=O
2	0.2	1	2	2	-11	9	-2	1	-3	CCOc1cccc(C(=O)NCc2ccccc2)c1
1	-0.3	5	-6	0	-4	-7	0	1	-5	CCOC(=O)C1CCCN(c2c(Nc3cc(C)cc(C)c3)c(=O)c2=O)C1 (stereo unspecified)
-187	-10	8	-340	-85	-10	-4	-4	-4	-2	CC(=O)Nc1ccc(/C=N/NC(=O)c2cc(-c3ccco3)nc3ccccc23)cc1
0	0.0	0	8	1	-3	-3	0	2	-2	CC(C)n1nnnc1SCC(=O)Nc1cccc(F)c1
-29	1.0	8	-44	-15	14	22	-4	12	7	Cc1cccnc1NC(=S)NC(=O)/C=C/c1ccco1

# Outcome played no part in choosing rows; any-hit rate near 4.2%.
